# Compound activity deposited in PubChem BioAssay by Broad Institute.
# miR122 inh – miR-122 inhibition in Huh7 cells; Huh7 miR-122 Renilla luciferase sensor, 48 h; neutral wells = 0, positive control = 100; activation (reporter increase), % at 12.5 µM; 340,000 tested, 0.3% active; AID 602342;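 active means mean replicate activation score at least 90 and every replicate individually at or above 90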;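 further: higher luciferase means less miR-122 activity so hits act as miR-122 inhibitors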
# RAD54 branch – inhibitors of human RAD54 branch migration; 360,000 tested, 0.14% active; Q92698; inhibition, % at 10.4 µM; RAD54 Holliday junction branch migration, FAM/BHQ fluorescence; AID 602329;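 active means mean normalized replicate activity at least 40 and at least half of replicates scoring 40 or more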;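 further: 0% = median of neutral control wells and 100% = median of positive control wells; inhibitors cause a drop in the FAM fluorescence signal; in these data hits start at about 50%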
# ERAP1 inh – inhibitors of human ERAP1 aminopeptidase | 340,000 tested, 0.15% active | inhibition, % at 10.7 µM | AID 652197 | recombinant ERAP1, Leu-AMC fluorescence, 60 min | Q9NZ08;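 active means mean replicate inhibition of at least 30%, or all replicates individually reaching that 30% level; inactive means mean below 30% and not every replicate reaching it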;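 further: 0% = neutral control wells and 100% = L-leucinethiol positive control wells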
# RAD52 inh – inhibitors of human RAD52 DNA annealing. recombinant RAD52 DNA annealing, FRET fluorescence. 360,000 tested, 0.46% active. inhibition, % at 18.7 µM. P43351;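 active means every replicate showing at least 50% inhibition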
# Target sequence (P43351 whole entry, looked up): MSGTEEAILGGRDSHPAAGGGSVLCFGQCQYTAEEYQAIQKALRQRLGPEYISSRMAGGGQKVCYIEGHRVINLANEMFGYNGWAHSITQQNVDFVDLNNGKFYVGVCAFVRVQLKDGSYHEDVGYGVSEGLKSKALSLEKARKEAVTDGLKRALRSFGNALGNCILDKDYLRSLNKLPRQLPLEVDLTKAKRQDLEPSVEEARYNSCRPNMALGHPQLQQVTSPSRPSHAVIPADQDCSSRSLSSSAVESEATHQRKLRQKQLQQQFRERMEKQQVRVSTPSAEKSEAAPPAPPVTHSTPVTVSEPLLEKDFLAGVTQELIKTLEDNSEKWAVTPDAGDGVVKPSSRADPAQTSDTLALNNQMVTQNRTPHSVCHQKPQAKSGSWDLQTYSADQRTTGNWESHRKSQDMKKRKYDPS
# E-selectin induc – E-selectin induction on HUVECs; P16581; HUVEC E-selectin immunofluorescence imaging; normalized: neutral wells 0, TNF-alpha wells 100; activation, % at 7.58 µM; 260,000 tested, 0.37% active; AID 686992;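 active means mean E-selectin-positive cell signal at least 10% of the positive control, reached in at least 60% of replicates, without over 20% cell loss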;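 further: in these data hits start at about 27%; measured in HUVEC primary endothelial cells; signal is the percent of cells scored E-selectin positive by PE staining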
# Target sequence (P16581 whole entry, looked up): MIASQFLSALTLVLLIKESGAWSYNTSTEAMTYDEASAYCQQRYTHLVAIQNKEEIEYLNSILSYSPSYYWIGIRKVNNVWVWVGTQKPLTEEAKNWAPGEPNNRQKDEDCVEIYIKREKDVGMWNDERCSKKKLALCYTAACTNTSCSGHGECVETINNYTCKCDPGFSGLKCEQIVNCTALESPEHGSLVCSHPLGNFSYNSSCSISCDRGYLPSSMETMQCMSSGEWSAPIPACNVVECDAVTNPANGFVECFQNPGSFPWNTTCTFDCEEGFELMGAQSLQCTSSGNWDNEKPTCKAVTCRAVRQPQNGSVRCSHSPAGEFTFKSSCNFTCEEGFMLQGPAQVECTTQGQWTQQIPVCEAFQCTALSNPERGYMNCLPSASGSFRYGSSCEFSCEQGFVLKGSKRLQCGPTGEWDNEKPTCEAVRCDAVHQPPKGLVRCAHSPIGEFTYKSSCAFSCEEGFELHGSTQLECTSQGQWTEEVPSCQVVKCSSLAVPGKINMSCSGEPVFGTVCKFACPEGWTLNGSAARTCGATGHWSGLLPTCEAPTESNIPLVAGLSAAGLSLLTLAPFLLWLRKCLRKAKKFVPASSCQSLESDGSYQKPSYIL
#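 Read-out basis: % PE-positive cells; Test system: HUVEC primary endothelial cells; Technique: immunofluorescence imaging; Dosing: single-point compound dose.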
# Cneo AK release – causes C. neoformans cell lysis; adenylate kinase release luminescence, 4 h; normalised: neutral wells 0, clomiphene wells 100; lysis activity, % at 15 µM; 360,000 tested, 0.2% active;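 active means mean lysis activity across replicates of at least 80%, whatever share of replicates individually reach that level; inactive means mean lysis activity below 80%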
#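 Material – Cryptococcus neoformans yeast cells · Quantity – 5 × 10^6 yeast cells/mL · Buffer or medium – YPD medium · Compound – single dose · Timing – 4 h static compound exposure, 37 °C, read 1 h post-reagent · Signal – adenylate kinase release luminescence · Read-out basis – lysis from increased AK signal · Benchmarks – Clomiphene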
# PGC1a acetyl inh – modulators of PGC1a acetylation; 350,000 tested, 0.17% active; inhibition, % at 15.6 µM; U2OS PGC1a acetylation, AlphaScreen anti-acetyl-lysine; with virally co-expressed GCN5 acetyltransferase;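 active means every replicate shows inhibition of at least 40%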;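 further: 0% = neutral control wells and 100% = positive control wells; some results beyond the cut were filed as inactive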
# PglD inh – inhibitors of Campylobacter jejuni PglD acetyltransferase; purified PglD enzyme, DTNB colorimetric CoA detection; inhibition, % at 12.5 µM; 360,000 tested, 0.098% active; AID 602405; in the data active means inhibition above about 16%, passing the limit was not always enough; further: strong numbers were not always called active
# Starred values were filed as active, the others as inactive; . = not tested or not shown; [ ] = remark or other dose.
# Every second line gives: miR122 inh | RAD54 branch | ERAP1 inh | RAD52 inh | E-selectin induc | Cneo AK release | PGC1a acetyl inh | PglD inh
Cc1ccc(S(=O)(=O)N2CCOC2CNC(=O)C(=O)NCCc2ccc(S(N)(=O)=O)cc2)cc1 (configuration not stated)
    15 | -15 | . | -5 | 0.2 | -1 | 5 | 1
CC(C)(C)NC(=O)COc1coc(CN2CCN(C(=O)c3ccco3)CC2)cc1=O
    . | -5 | 0 | -6 | . | 1 | -5 | 0
COc1cc2c(cc1OC)[C@@H](NC(=O)C(C)C)[C@H](OCc1ccccc1)C2
    -2 | -3 | 2 | -6 | 0.8 | 3 | -6 | -1
CC(C)c1ccc(N(C(=O)c2ccco2)C(C(=O)NC2CCCC2)c2cccnc2)cc1 (configuration not stated)
    . | 9 | -3 | -10 | . | 9 | . | 0
Cc1c(C(=O)Nc2ccc(-c3nnc4n3CCCCC4)cc2)oc2c1ccc1ccccc12
    1 | 4 | . | . | 0.3 | -1 | -25 | -5
Cc1ccc(S(=O)(=O)Cn2nnnc2C(CC(C)C)N2CCC(C(N)=O)CC2)cc1 (configuration not stated)
    . | 4 | -2 | 9 | 0.1 | -1 | . | 0
Cc1nnc(Cl)c2nn(-c3ccccc3F)c(C)c12
    -3 | 5 | -1 | -22 | . | -1 | 6 | 4
CCOc1ccc(NC(=O)CC(Cc2ccc(Cl)cc2)C(=O)O)cc1 (configuration not stated)
    1 | 4 | 0 | -11 | -0.2 | 5 | 5 | -1
Cc1ccc(S(=O)(=O)N(C)C[C@H]2Oc3ccc(NS(=O)(=O)c4c(C)noc4C)cc3C(=O)N([C@H](C)CO)C[C@@H]2C)cc1
    -3[16.7 µM] | -3 | 1 | 9 | -0.4 | 0 | -8 | -2
CCCC#Cc1ccc2c(c1)O[C@H](CN(C)C)[C@@H](C)CN([C@@H](C)CO)S2(=O)=O
    46[16.7 µM] | 6 | -3 | 0 | -0.3 | 4 | -7 | 2
NC1=NN(c2ccccc2)C(=O)C1
    -2 | 8 | -1 | -3 | 0.0 | -1 | 7 | -9
C[C@H](CO)N1C[C@H](C)[C@H](CN(C)Cc2ccncc2)Oc2ccc(NS(=O)(=O)c3cccs3)cc2CC1=O
    -6[16.7 µM] | 3 | . | . | . | 44 | -5 | -1
CCn1c(SCC(=O)Nc2ccc(N3CCOCC3)cc2)nnc1C1CC1
    . | -12 | -2 | -4 | -0.3 | -4 | . | 3
CCN(CC)c1nc(Nc2ccccc2)nc(Oc2ccc(=O)[nH]n2)n1
    3 | 2 | . | . | . | -4 | -2 | .
O=C(Nc1ccc(NC(=O)c2ccc3c(c2)OCO3)cc1)c1cccc(Cl)c1
    -5 | -1 | 2 | -22 | -0.3 | 3 | 1 | -4

# Not a retest: entries from further up.
# Every second line gives: miR122 inh | RAD54 branch | ERAP1 inh | RAD52 inh | E-selectin induc | Cneo AK release | PGC1a acetyl inh | PglD inh
CCn1c(SCC(=O)Nc2ccc(N3CCOCC3)cc2)nnc1C1CC1
    . | -12 | -2 | -4 | -0.3 | -4 | . | 3
CCN(CC)c1nc(Nc2ccccc2)nc(Oc2ccc(=O)[nH]n2)n1
    3 | 2 | . | . | . | -4 | -2 | .
O=C(Nc1ccc(NC(=O)c2ccc3c(c2)OCO3)cc1)c1cccc(Cl)c1
    -5 | -1 | 2 | -22 | -0.3 | 3 | 1 | -4

# Following part
# Every second line gives: miR122 inh | RAD54 branch | ERAP1 inh | RAD52 inh | E-selectin induc | Cneo AK release | PGC1a acetyl inh | PglD inh
O=C(CCc1ccc(S(=O)(=O)N2CCOCC2)cc1)N1CCN(Cc2ccc3c(c2)OCO3)CC1
    -1 | 4 | . | . | 0.5 | 1 | 9 | 2
COC(=O)c1nnn(-c2nonc2N)c1CN1CCc2ccccc21
    1 | -2 | . | . | . | 0 | -25 | -1
COc1cccc(C2c3c(oc4ccccc4c3=O)C(=O)N2CCCN2CCOCC2)c1 (configuration not stated)
    . | -2 | -2 | -9 | -0.1 | -6 | . | 15
Cc1c(Cl)cccc1N=Cc1ccc([N+](=O)[O-])s1
    -8 | 2 | . | . | . | 2 | -102 | 3
COc1ccc(N2CCN(S(=O)(=O)c3ccc(OC)c(C(=O)N4CCCCC4)c3)CC2)cc1
    . | 5 | 2 | -5 | -0.1 | 0 | . | -5
COc1ccc(CN(C)C[C@H]2Oc3c(NC(=O)c4ccc(-c5nccs5)cc4)cccc3C(=O)N([C@H](C)CO)C[C@H]2C)cc1
    -5[16.7 µM] | -1 | 2 | 6 | . | 0 | 6 | 6
CCOc1ccc(C(=O)N2CCN=C2SC)cc1OCC
    -5 | 0 | . | . | . | -1 | -4 | -3
O=C(c1cc(-c2ccco2)on1)N1CCN(C(c2ccccc2)c2ccccc2)CC1
    -12 | -13 | . | . | . | 0 | -22 | 1
COC(=O)c1ccc(NC(=S)NC(=O)c2cccnc2)cc1
    -2 | -6 | -2 | -8 | . | -1 | -20 | 4
COc1ccc(OCC(=O)N/N=C/c2ccsc2)cc1
    -1 | 2 | . | . | -0.7 | 4 | 5 | -1
CCC(=O)N1[C@@H]2Cn3c(ccc(-c4ccncc4)c3=O)[C@H]1[C@@H](C(=O)N1CCc3ccccc3C1)[C@@H]2CO
    1[16.7 µM] | 7 | 2 | -2 | 0.0 | 3 | 12 | 1
CC(=O)N[C@H]1[C@H](O/N=[N+](\[O-])N2CCCC2)OC(CO)[C@@H](O)[C@@H]1O (some centres not stated)
    . | 5 | 2 | 2 | . | -2 | 4 | -2
ClC(=C\c1ccccc1)/C=N/N1CCN(c2ccccn2)CC1
    -4 | 5 | . | . | . | 0 | -8 | 2
CCCN(C(=O)COC(=O)c1nc2nccc(C)n2n1)C1CCS(=O)(=O)C1 (configuration not stated)
    -4 | 4 | 2 | 3 | 1.1 | 0 | 14 | -6
Cc1ccc(OCCN(C)C(=O)C2CCC(=O)N(Cc3ccccc3F)C2)cc1 (configuration not stated)
    -2 | -16 | 0 | 3 | -0.4 | -1 | . | 4

# 12 entries from above, as tab-separated lines:
SMILES	miR122 inh	RAD54 branch	ERAP1 inh	RAD52 inh	E-selectin induc	Cneo AK release	PGC1a acetyl inh	PglD inh
O=C(CCc1ccc(S(=O)(=O)N2CCOCC2)cc1)N1CCN(Cc2ccc3c(c2)OCO3)CC1	-1	4	.	.	0.5	1	9	2
COC(=O)c1nnn(-c2nonc2N)c1CN1CCc2ccccc21	1	-2	.	.	.	0	-25	-1
COc1cccc(C2c3c(oc4ccccc4c3=O)C(=O)N2CCCN2CCOCC2)c1 (configuration not stated)	.	-2	-2	-9	-0.1	-6	.	15
Cc1c(Cl)cccc1N=Cc1ccc([N+](=O)[O-])s1	-8	2	.	.	.	2	-102	3
COc1ccc(N2CCN(S(=O)(=O)c3ccc(OC)c(C(=O)N4CCCCC4)c3)CC2)cc1	.	5	2	-5	-0.1	0	.	-5
COc1ccc(CN(C)C[C@H]2Oc3c(NC(=O)c4ccc(-c5nccs5)cc4)cccc3C(=O)N([C@H](C)CO)C[C@H]2C)cc1	-5[16.7 µM]	-1	2	6	.	0	6	6
CCOc1ccc(C(=O)N2CCN=C2SC)cc1OCC	-5	0	.	.	.	-1	-4	-3
O=C(c1cc(-c2ccco2)on1)N1CCN(C(c2ccccc2)c2ccccc2)CC1	-12	-13	.	.	.	0	-22	1
COC(=O)c1ccc(NC(=S)NC(=O)c2cccnc2)cc1	-2	-6	-2	-8	.	-1	-20	4
COc1ccc(OCC(=O)N/N=C/c2ccsc2)cc1	-1	2	.	.	-0.7	4	5	-1
CCC(=O)N1[C@@H]2Cn3c(ccc(-c4ccncc4)c3=O)[C@H]1[C@@H](C(=O)N1CCc3ccccc3C1)[C@@H]2CO	1[16.7 µM]	7	2	-2	0.0	3	12	1
CC(=O)N[C@H]1[C@H](O/N=[N+](\[O-])N2CCCC2)OC(CO)[C@@H](O)[C@@H]1O (some centres not stated)	.	5	2	2	.	-2	4	-2

# Next part:
# Every second line gives: miR122 inh | RAD54 branch | ERAP1 inh | RAD52 inh | E-selectin induc | Cneo AK release | PGC1a acetyl inh | PglD inh
Cc1[nH]n(-c2ccccc2)c(=O)c1/C=N/NC(=O)c1ccc(O)cc1O
    11 | -11 | 2 | -12 | . | -9 | 2 | -3
c1ccc(-c2sc3ccccc3c2-c2ccc(OCCN3CCOCC3)cc2)cc1
    -3 | 1 | . | . | . | -1 | 2 | -4
O=C(Oc1ccc(/C=N/NC(=O)c2ccccc2F)cc1)c1ccccc1
    . | 15 | 1 | -16 | . | 4 | . | 0
C[C@@H]1CCCCO[C@H](CN(C)C(=O)Nc2ccccc2)[C@@H](C)CN([C@H](C)CO)C(=O)c2cc(NC(=O)CCC(F)(F)F)ccc2O1
    2[16.7 µM] | -1 | 2 | 20 | . | -1 | -1 | -1
CO[C@H]1CN(C)C(=O)c2cc(NC(C)=O)ccc2OC[C@@H](C)N(C(=O)CN2CCOCC2)C[C@H]1C
    -22[16.7 µM] | 2 | -1 | -26 | 0.2 | 0 | 15 | 3
CCCN1[C@H](C(=O)NCCc2cn(C)cn2)[C@@H](CO)[C@@H]2Cn3c(ccc(-c4ccccc4)c3=O)[C@@H]21
    3[16.7 µM] | 11 | 4 | -17 | -0.3 | 53 | 12 | 0
Cc1noc(C)c1NC(=O)Nc1ccc2c(c1)C(=O)N([C@@H](C)CO)C[C@H](C)[C@H](CN(C)Cc1ccc(C(=O)O)cc1)OCCCC[C@@H](C)O2
    -5[16.7 µM] | 3 | . | . | 0.0 | 0 | -4 | 1
Cc1ccnc(SCCn2c(N3CCN(c4ccccc4)CC3)nc3c2c(=O)[nH]c(=O)n3C)n1
    -7 | 4 | 3 | 5 | . | -2 | 2 | -1
C=C(C)C(=O)Nc1cccc(C2=NOC3(C2)C[C@@H](C(N)=O)N(C(=O)/C=C/C=C/C)C3)c1 (some centres not stated)
    -2 | 0 | 0 | -12 | -0.1 | 0 | . | 6
N#Cc1ccc(N2CCN(C(=O)c3cccc(F)c3)CC2)c(F)c1
    2 | -3 | 0 | -3 | . | -1 | -5 | 5
Cc1ccc(S(=O)(=O)N(C)C[C@H]2Oc3ccc(NC(=O)CCN4CCOCC4)cc3C(=O)N([C@@H](C)CO)C[C@@H]2C)cc1
    -1[16.7 µM] | 4 | 1 | 5 | 0.8 | -3 | 3 | -2
C[C@H]1CN([C@@H](C)CO)C(=O)Cc2cc(NC(=O)CCCN(C)C)ccc2O[C@@H]1CN(C)S(=O)(=O)c1cn(C)cn1
    7[16.7 µM] | 1 | 1 | -19 | -1.6 | 0 | 1 | 1
COc1ccc(CNC(=O)c2ccc(-n3cncn3)c3ccoc23)cc1OC
    12 | -1 | -2 | -2 | 0.0 | 1 | -19 | -6
CCc1nc2ccccc2n1CC(C)C(=O)O (configuration not stated)
    -1 | -6 | . | . | . | 3 | 3 | -4
CN(C)/C=C/c1[nH]c(=O)[nH]c(=O)c1[N+](=O)[O-]
    -9 | 3 | . | -17 | 1.9 | -9 | 4 | -2
